Screens as filed in PubChem BioAssay.
Hsp90 Hop PPI – qHTS Assay for Disrupters of an Hsp90 Co-Chaperone Interaction | Hsp90 C-terminal peptide / TPR2A (Hop) interaction, human | actives 0.44% (n = 71,000) | Potency, µM (series often up to 57 µM), for the others: at the top dose activity change, negative = inhibition | AlphaScreen TPR2A-His6 binding biotin-Hsp90 C-terminal peptide; active means well fitted curve in either direction with a large enough effect; inconclusive means small, poorly fitted or top-dose-only effect, or another doubt; further: potency means the concentration at half of the fitted maximal effect; on the % scale 0 is the no-effect control and ±100 the full control effect; many of its hits are not listed in these tables
Pol III holo inh – qHTS Assay for Inhibitors of DNA Polymerase III Holoenzyme System | reconstituted DNA polymerase III holoenzyme replication, biochemical | AID 603, 2007 | actives 0.25% (n = 71,000) | Potency, µM (series often up to 57.1 µM), for inactives: at the top dose activity change, negative = inhibition; further: potency means the concentration at half of the fitted maximal effect; on the % scale 0 is the no-effect control and ±100 the full control effect
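Reconstituted *E. coli* holoenzyme (0.35 nM Pol III, 1 nM beta, 154 nM SSB, 2 nM primase) was preincubated with compound for 15 min at RT. Synthesis on 1.4 nM ssM13Gori ran 35 min, then was stopped with PicoGreen/EDTA and read as dsDNA fluorescence.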
FLuc inh – qHTS Assay for Inhibitors of Firefly Luciferase; Luciferin 4-monooxygenase (Photinus pyralis), P08659; purified firefly luciferase, luminescence, 8 min; Potency, µM (series often up to 57.1 µM), for inactives: at the top dose activity change, negative = inhibition, most hits filed as inhibitors; actives 2.2% (n = 72,000); further: potency means the concentration at half of the fitted maximal effect; on the % scale 0 is the no-effect control and ±100 the full control effect; nearly all actives have a fitted effect of over 40% in size
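Luminescence read-out after 8 min at room temperature; enzyme reaction used luciferin plus 10 uM ATP (linear range) in imidazole buffer pH 7.2 with KCl, MgCl2, Tween 20 and BSA. Each sample was run as a titration.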
HBB splicing – qHTS Assay for Modulators of Hemoglobin Beta Chain Splicing | HBB splicing reporter cell assay, activation; EGFP reporter with mutant IVS2-654 intron; response scale: normalised to 500 nM splice-correcting PNA | Potency, µM (series often up to 46.1 µM), without a hit: top-dose activation, hits mostly activators | actives 0.06% (n = 65,000) | AID 925, 2007; further: potency means the concentration at half of the fitted maximal effect; 0% is about no effect
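HeLa cells stably expressing EGFP interrupted by mutant beta-globin intron 2 (IVS2-654), 500/well in 2% FCS. Treated with compound for 2 days at 37C. Splicing correction scored as total well GFP intensity (488 nm excitation, 500-520 nm emission); 500 nM antisense PNA served as control.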
Texas Red fluor – qHTS Assay for Spectroscopic Profiling in Texas Red Spectral Region; actives 0.06% (n = 59,000); Compound fluorescence, Texas Red channel, 547/618 nm; active compounds read high; max dye-equivalent concentration, M; AID 587, 2007; in the data active means max dye-equivalent concentration above about 10 nM; inconclusive means between about 1.1 nM and that limit
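Fluorescence at ex 547/em 618 nm, normalized against an on-plate Texas Red standard series to give dye-equivalent concentration per compound concentration. Buffer 100 mM Tris, pH 8.0; 15 min RT incubation before CCD imaging.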
HADH2 inh – qHTS Assay for Inhibitors of HADH2 (Hydroxyacyl-Coenzyme A Dehydrogenase, Type II) | 3-hydroxyacyl-CoA dehydrogenase type-2 (Homo sapiens), Q99714 | recombinant HADH2, NADH fluorescence, beta-hydroxybutyryl-CoA | Potency, µM (titrated, usually from 57.1 µM), without a hit: top-dose activity change, negative = inhibition, actives largely listed as inhibitors | actives 3.4% (n = 73,000); further: potency means the concentration at half of the fitted maximal effect; on the % scale 0 is the no-effect control and ±100 the full control effect; nearly all actives have a fitted effect of over 60% in size; many of its hits are not listed in these tables
Target sequence (Q99714 whole entry, looked up, one chain of several): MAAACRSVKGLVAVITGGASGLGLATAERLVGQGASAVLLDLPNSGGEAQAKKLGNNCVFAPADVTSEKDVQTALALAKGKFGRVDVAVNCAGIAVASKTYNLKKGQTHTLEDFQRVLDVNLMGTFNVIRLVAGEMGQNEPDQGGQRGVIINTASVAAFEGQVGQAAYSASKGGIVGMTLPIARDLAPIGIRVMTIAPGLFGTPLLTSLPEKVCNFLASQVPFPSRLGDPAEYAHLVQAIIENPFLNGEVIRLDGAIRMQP
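Read-out: 360 nm excitation, 450 nm emission, kinetic over 4 min. Conditions: His-tagged human HADH2 20 nM, pH 9.0 Tris with Tween-20, 1 mM NAD+, 90 uM beta-hydroxybutyryl-CoA.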
Rhodamine autofl – qHTS Assay for Spectroscopic Profiling in Rhodamine Spectral Region. Rhodamine-region fluorescence, 547/598 nm, Tris buffer; active compounds read high. actives 0.05% (n = 59,000). max dye-equivalent concentration, M. AID 594, 2007; in the data active means max dye-equivalent concentration above about 11 nM; inconclusive means between about 1.1 nM and that limit
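Read-out is relative fluorescence at 547 nm excitation and 598 nm emission, expressed as dye-equivalent concentration using rhodamine standards on every plate. Each compound was profiled across a concentration series after 15 min in 100 mM Tris, pH 8.0.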
Tau fil binding – qHTS Assay for Tau Filament Binding; Microtubule-associated protein tau (Homo sapiens), P10636; recombinant tau filaments, thioflavin S fluorescence, 15 h; filaments grown with octadecylsulfate alongside compound; Potency, µM (titrated, usually from 57.1 µM), without a hit: at the highest dose activity change, negative = inhibition; actives 2% (n = 71,000);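 further: potency means the concentration at half of the fitted maximal effect; on the % scale 0 is the no-effect control and ±100 the full control effect; actives lower thioflavin S fluorescence by blocking filaments or displacing dye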
Target sequence (P10636 whole entry, looked up): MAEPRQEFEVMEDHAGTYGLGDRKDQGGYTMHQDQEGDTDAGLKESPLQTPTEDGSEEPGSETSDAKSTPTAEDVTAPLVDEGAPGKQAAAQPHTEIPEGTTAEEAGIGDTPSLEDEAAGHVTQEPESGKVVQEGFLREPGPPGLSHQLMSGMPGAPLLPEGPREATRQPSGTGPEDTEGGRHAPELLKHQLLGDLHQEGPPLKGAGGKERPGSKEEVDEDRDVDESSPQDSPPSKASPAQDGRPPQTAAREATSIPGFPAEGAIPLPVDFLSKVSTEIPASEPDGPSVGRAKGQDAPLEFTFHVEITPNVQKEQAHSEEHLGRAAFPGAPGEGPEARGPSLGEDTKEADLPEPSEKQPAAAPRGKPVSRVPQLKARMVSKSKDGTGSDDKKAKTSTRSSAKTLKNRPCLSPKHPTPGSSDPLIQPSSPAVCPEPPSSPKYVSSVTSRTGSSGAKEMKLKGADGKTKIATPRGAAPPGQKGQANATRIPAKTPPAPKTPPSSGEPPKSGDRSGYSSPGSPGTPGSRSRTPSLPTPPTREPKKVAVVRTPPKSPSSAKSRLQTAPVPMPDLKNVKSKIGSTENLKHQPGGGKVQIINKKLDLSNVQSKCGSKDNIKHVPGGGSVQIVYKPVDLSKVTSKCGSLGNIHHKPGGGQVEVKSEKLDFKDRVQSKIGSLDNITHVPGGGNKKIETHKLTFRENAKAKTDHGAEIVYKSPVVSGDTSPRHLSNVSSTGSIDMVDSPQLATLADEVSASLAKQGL
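Read-out: ThS fluorescence, 450 nm excitation/510 nm emission; lower signal marks blocked filament formation or displaced dye. Tau at 1 uM with 30 uM ODS, 10 uM ThS, 5 mM DTT, 100 mM NaCl, 10 mM HEPES pH 7.4; 15 h, 37 C.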
15-hLO inh – qHTS Assay for Inhibitors of 15-hLO (15-human lipoxygenase); Polyunsaturated fatty acid lipoxygenase ALOX15 (Homo sapiens), P16050; purified 15hLO-1, xylenol orange hydroperoxide absorbance; Potency, µM (highest dose often 57.1 µM), for inactives: at the highest dose activity change, negative = inhibition, actives largely listed as inhibitors; actives 1.4% (n = 74,000); further: potency means the concentration at half of the fitted maximal effect; on the % scale 0 is the no-effect control and ±100 the full control effect; nearly all actives have a fitted effect of over 55% in size
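Inhibition is scored from a chromogenic endpoint. After 15 min enzyme-compound contact, arachidonic acid (50 uM final) reacts 6 min with 40 nM 15hLO-1 at room temperature, then Fe-XO reagent is added for 30 min and absorbance ratio recorded.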
CRE Fsk mod – Cell signaling CRE-BLA (Fsk stim); CHO CRE-bla reporter (cAMP response element driving beta-lactamase), forskolin EC10, beta-lactamase ratio; Potency, µM (doses to about 38.2 µM), for inactives: at the top dose activity change, negative = inhibition, hits mostly activators; actives 2.5% (n = 71,000); AID 662, 2007; active means well fitted activation curve with a large enough effect in the signal ratio, with a control signal flat, not every such curve was filed as active; inconclusive means small, poorly fitted or top-dose-only effect, or effect the other way, or a change in a side signal; the % refers to the signal ratio; further: potency means the concentration at half of the fitted maximal effect; % of control where 0% means no effect
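Using CellSensor CRE-bla CHO cells in Opti-MEM with 0.5% dialyzed FBS, compounds were titrated with EC10 NKH 477 for 3 h at 37 °C. CCF4 ratio (460/530 nm) gave %Activity; AC50 derived.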
ERK AVP block – qHTS Assay for Inhibitors of the ERK Signaling Pathway using a Homogeneous Screening Assay; HEK293-V1b, vasopressin-stimulated pERK AlphaScreen; Potency, µM (titrated, usually from 57.5 µM), for inactives: at the highest dose activity, negative = inhibition, most hits filed as inhibitors; actives 0.99% (n = 72,000); further: potency means the concentration at half of the fitted maximal effect; on the % scale 0 is the no-effect control and ±100 the full control effect; nearly all actives have a fitted effect of over 55% in size
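Phosphorylated ERK1/2 detected via AlphaScreen bead proximity in lysates of V1b-expressing HEK293 cells given 25 nM vasopressin for 5 min after 30 min compound exposure (37 °C). AC50 from Hill equation; basal DMSO 0%, vasopressin 100%.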
* hit, by the source's call; i = inactive; ? = inconclusive; . = no result given; [ ] = another dose, or the depositor's remark. Unless noted, the call rests on the fitted dose curve; in most records, active means well fitted curve in the direction sought with a large enough effect; inconclusive means small, poorly fitted or top-dose-only effect, or another doubt; inactive means no such curve, though single readings can be large; an effect the other way counts as inactive or inconclusive. Only part of the results is shown (hit frequency here may not be typical).

SMILES	Hsp90 Hop PPI	Pol III holo inh	FLuc inh	HBB splicing	Texas Red fluor	HADH2 inh	Rhodamine autofl	Tau fil binding	15-hLO inh	CRE Fsk mod	ERK AVP block
CN1Cc2c(C(=O)OC(C)(C)C)ncn2-c2ccsc2C1=O	-3%	1%	1%	.	.	7%	.	?	-27%[25.6 µM]	29%	-3%
Cc1ccccc1N1C(=O)CC(N(O)c2ccccc2)C1=O (stereo not given)	-2%	2%	0%	-0.5%[57.5 µM]	i	-3%	i	6%	-13%	?	-7%
O=C(CCc1ccccc1)Nc1ccc(NC(=O)c2ccco2)cc1	-1%	-2%	-5%	2.9%	.	13%	.	0%	-2%	0%	0%
O=C(c1nc2nc(-c3ccc(Cl)cc3)cc(C(F)(F)F)n2n1)N1CCOCC1	-3%	-1%	1%	.	?	25µM*	i	?	9%	?	?
COc1cc(OC)cc(C(=O)N2CCN(C(=O)c3ccc(OC)c(OC)c3)CC2)c1	-1%	-2%	1%	0.0%	i	12%	i	-10%	9%	-1%	-26%
O=C(CN1CCN(CCC(=O)Nc2ccccc2F)CC1)Nc1ccc(F)cc1	-1%	4%	-1%	2.7%	?	-1%	i	-1%	-6%	-17%	-2%
O=C(COC(=O)CCNS(=O)(=O)c1ccc(Cl)cc1)NCc1ccco1	-2%	-3%	4%	-0.1%[57.5 µM]	i	3%	i	4%	-5%	-6%	5%
CCc1ccc2[nH]c(=O)c(CN(CCO)C(=O)NCc3ccccc3)cc2c1	-4%	-4%	2%	-0.7%	?	2%	i	-5%	-1%	-7%	7%
COc1ccc(OC)c(S(=O)(=O)N2Cc3ccccc3CC2C(=O)Nc2nccs2)c1 (stereo not given)	-6%	-2%	1%	-0.6%	i	9%	i	67%	-7%	-16%	-21%
COc1ccc(NC(=O)CSc2nc(O)cc(=O)n2-c2ccccc2OC)cc1	-8%[11 µM]	-1%[11.4 µM]	0%	-3.9%[0.0738 µM]	.	-27%[11.4 µM]	.	13%[11.4 µM]	-12%[11.4 µM]	-9%[7.6 µM]	-26%
CN1CCN(c2ncc3nc(-c4cccs4)c(=O)n(-c4ccccc4)c3n2)CC1	7%	7%	2%[11.4 µM]	2.1%	i	21%	i	i	-10%	?	-16%
CCN1CCCC1CNC(=O)CCc1nc(-c2ccc(C)cc2)no1 (stereo not given)	-2%	-4%	1%	-1.3%	i	5%	i	10%	-5%	-18%	11%
Cc1cc(=O)oc2cc(OC(C)C)ccc12	2%	-1%	0%	-7.9%	.	38%[activator]	.	20%	8%	?	-8%
COc1ccc2c(C(=O)CN3CCN(CCO)CC3)c[nH]c2c1	-2%	-2%	-1%	-0.4%[57.5 µM]	i	1%	i	?	?	11%	11%
c1ccc(CN2CCN(c3ncccn3)CC2)nc1	0%	-3%	2%	1.2%[57.5 µM]	i	-1%	i	-2%	11%	-2%	-10%
CCc1c(O)nc(SCC(N)=O)n(-c2ccccc2F)c1=O	-13%	-7%	3%	-2.3%	i	1%	i	-21%	-8%	-15%	-15%
CC(Oc1ccccc1)C(=O)N1CCCc2ccccc21 (stereo not given)	-1%[11 µM]	1%[11.4 µM]	4%	-5.9%[0.0738 µM]	.	9%[11.4 µM]	.	-4%[11.4 µM]	-10%[11.4 µM]	?	8%
C=CCOC(=O)COc1ccc2c(C)c(C)c(=O)oc2c1	4%	1%	-12%	4.9%	.	23%	.	13%	9%	?	-9%
O=C(Nc1ccc2c(c1)OCO2)C1CC(c2ccccc2Cl)=NO1 (stereo not given)	-4%	-8%	-1%	-1.7%	i	-10%	i	-29%	-4%	?	-4%
CCOC(=O)Cc1nnc(NC(=O)c2ncn[nH]2)s1	?	-1%	0%	-2.2%	?	11%	i	-9%	17%	1%	-15%
Cn1c2ccccc2c2c(C(=O)N3CCN(c4ccc(F)cc4)CC3)cn(C3CCCC3)c(=O)c21	-16%	8%	0%	-1.1%	i	-18%	i	8%	-20%	?	-5%
Cc1ccc(-n2ncc3c(=O)n(CC(=O)N4CCCCCC4)cnc32)cc1	?	2%	-16%	1.6%	i	8%	i	-8%	5%	?	40%
O=C(CC(C(=O)O)C1CCCO1)NCCc1ccc2c(c1)OCO2 (stereo not given)	2%	-3%	6%	.	i	1%	i	6%	0%	-2%	-19%
Cc1nc2scc(-c3cccs3)c2c(=O)o1	4%	-5%	-1%	-0.4%[9.22 µM]	.	8%	.	-8%	-2%	?	4%
CCOc1ccc(C(=O)NCC(=O)OC(C)C(=O)NCc2ccco2)cc1OCC (stereo not given)	-7%	-4%	1%	-2.3%	i	0%	i	8%	2%	4%	2%
COc1ccc(CNC(=O)NC2CCCCC2)cc1	3%	-2%	-2%	-1.0%	i	7%	i	0%	-4%	-11%	-4%
Cc1ccc2cc3c(NC(=O)c4ccco4)nn(CC(C)C)c3nc2c1	-1%	-5%	4%	-0.5%	i	4%	i	-2%	-3%	-14%	19%
Cc1ccc(Cl)c(OCC(=O)Nc2ccc3c(c2)OCCO3)c1	0%	-1%	-25%	-1.2%	i	-21%	i	85%	-2%	7%	-15%
COc1ccccc1-n1cnc2cc(NC(C)=O)ccc21	-3%	0%	-6%	0.6%	?	0%	i	2%	-3%	11%	-15%
Cc1c(C)[n+](=O)c2c(n1[O-])CCCCC2	-1%	-1%	2%	.	i	-3%	i	6%	4%	1%	-8%
O[C@@H]1CC[C@H]2Cc3ccccc3N=C21	-5%	-9%	2%[11.4 µM]	.	i	4%	i	?	.	-16%	.
Cc1cc(NC(=O)CCC(=O)N(CCc2ccccc2)C(C(=O)NC2CCCC2)c2ccco2)no1 (stereo not given)	-5%	-2%	0%	0.0%[57.5 µM]	?	9%	i	-12%	-1%	-6%	-14%
C/C=C/CSc1nc2c(c(=O)[nH]c(=O)n2C)n1CCC	0%	-1%	-1%	-0.5%[57.5 µM]	i	3%	i	-16%	-16%	?	?
CC(C)(O)/C=C1/Oc2ccccc2C1N1CCCCC1 (stereo not given)	-6%	-6%	1%	-1.3%	i	-2%	i	i	-14%	27%	-11%
COc1ccc(-n2c(=O)c(-c3cccc(F)c3)nc3cncnc32)cc1	-7%	-7%	1%[11.4 µM]	-0.4%	i	0%	i	-8%	7%	-13%	-14%
COc1cc(C2=NOC(C(=O)N3CCCc4ccccc43)C2)cc(OC)c1OC (stereo not given)	1%	1%	0%	3.3%	i	1%	i	6%	1%	13µM*	-8%
COc1ccccc1N1CCN(C(=O)CSc2nc(-c3ccco3)cc(C(F)(F)F)n2)CC1	-7%	-10%	4%	-0.5%	i	-27%	i	?	-20%	-11%	-2%
CCCCN(C)C(=O)c1c[nH]c2ccc(S(=O)(=O)N3CCOCC3)cc2c1=O	-1%	4%	5%	0.6%	.	20µM*	.	-1%	1%	-8%	.
Cc1cc(C)c(C#N)c(N2CCCC2)n1	2%	-3%	0%	-1.0%	i	25µM*	i	-2%	0%	?	-21%

Taken from above.
C/C=C/CSc1nc2c(c(=O)[nH]c(=O)n2C)n1CCC | FLuc inh: -1%
CCCCN(C)C(=O)c1c[nH]c2ccc(S(=O)(=O)N3CCOCC3)cc2c1=O | HADH2 inh: 20µM*
CC(C)(O)/C=C1/Oc2ccccc2C1N1CCCCC1 (stereo not given) | Pol III holo inh: -6%
